PPC-1+TRAIL kill: compounds killing PPC-1 cancer cells with TRAIL present (potentiator screen, no TRAIL-free arm). PPC-1 cells + TRAIL, ATPLite viability luminescence. cell killing (% activity), % at 4 µM. 0.41% of 220,000 active. AID 1443;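 active means cell killing above 50% in the first pass at 4 µM, then a duplicate retest at 5 µM averaging 50% or more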;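 further: plate controls were cells with TRAIL plus DMSO for no effect and medium-only wells lacking cells for full effect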
FXIIa inh: factor XIIa (human) inhibition | P00748 | purified FXIIa, Boc-QGR-AMC fluorogenic substrate, 2 h | inhibition, % at 5 µM | 0.3% of 220,000 active; in the data active means inhibition above about 40%;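 further: 0% = enzyme with no compound and 100% = blank without enzyme; many of its hits are not listed in these tables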
Target sequence (P00748 20-372 limits assumed): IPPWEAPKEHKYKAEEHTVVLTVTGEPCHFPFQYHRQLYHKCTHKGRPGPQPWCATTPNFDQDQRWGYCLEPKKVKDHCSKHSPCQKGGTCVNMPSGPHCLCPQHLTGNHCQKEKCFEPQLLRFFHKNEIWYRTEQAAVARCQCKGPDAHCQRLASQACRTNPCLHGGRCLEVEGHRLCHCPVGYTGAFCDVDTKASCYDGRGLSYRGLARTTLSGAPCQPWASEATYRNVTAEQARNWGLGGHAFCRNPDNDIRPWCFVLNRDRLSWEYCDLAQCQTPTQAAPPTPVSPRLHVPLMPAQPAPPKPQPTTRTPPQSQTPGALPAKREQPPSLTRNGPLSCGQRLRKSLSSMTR
Target sequence (P00748 373-615 limits assumed): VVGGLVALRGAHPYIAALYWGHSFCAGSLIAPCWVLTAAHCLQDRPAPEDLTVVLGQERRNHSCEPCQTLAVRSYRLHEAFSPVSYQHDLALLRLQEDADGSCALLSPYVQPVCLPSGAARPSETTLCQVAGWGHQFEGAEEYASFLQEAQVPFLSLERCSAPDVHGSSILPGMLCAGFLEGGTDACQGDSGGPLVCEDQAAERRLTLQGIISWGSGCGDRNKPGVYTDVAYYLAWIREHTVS
CHOP inhibitor: blocks CHOP induction under ER stress; CHO-K1 CHOP-promoter luciferase, tunicamycin-induced, 15-18 h; inhibition, % at 10 µM; 3.8% of 220,000 active;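 active means compounds that reduced the stress-induced luciferase reporter signal by more than about 70% of percent inhibition, limit read from the data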;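 further: 0% = tunicamycin plus vehicle and 100% = wells without tunicamycin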
FXIa inh: inhibitors of human coagulation factor XIa; 0.14% of 220,000 active; P03951; purified FXIa, Boc-Glu-Ala-Arg-AMC fluorogenic substrate; inhibition, % at 5 µM;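 active means inhibition of at least 40%; inactive means inhibition below 40%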;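 further: fluorescence of freed AMC excited at 355 nm; 0% = enzyme without compound and 100% = no enzyme blank; many of its hits are not listed in these tables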
TNF death inh: blocks TNF-alpha induced death of Jurkat FADD-/- cells. Jurkat FADD-/- TNF necroptosis rescue, ATP luminescence, 24 h; 0 = TNF only, 100 = no-TNF cells. activation (protection from cell death), % at 10 µM. 0.068% of 220,000 active. AID 463075;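 active means activation, meaning protection from cell death, of at least 50% relative to plate controls; inactive means activation below 50%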;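 further: necroptosis triggered by 40 ng/mL TNF-alpha added together with compound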
TbHK1 inh: blocks Trypanosoma brucei hexokinase 1 activity | recombinant TbHK1, G6PDH-coupled NADH A340 | inhibition, % at 10 µM | 0.11% of 220,000 active | AID 1430;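 active means inhibition of 50% or more in the single-dose primary screen; inactive means inhibition below 50%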
L929 necroptosis: blocks zVAD induced death of L929 cells; 0.38% of 220,000 active; L929 zVAD necroptosis rescue, ATP luminescence, 24 h; with zVAD 60 µM; AID 1377; viability rescue, % at 10 µM;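 active means activation, scaled between plate controls, above about 75%, limit read from the data; inactive means activation under that limit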;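 further: 0% = zVAD with DMSO and 100% = DMSO alone without zVAD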
PGE2 EP2 inh: inhibitors of human EP2 prostaglandin E2 receptor | P43116 | C6 glioma cells expressing human EP2, cAMP TR-FRET; cells stimulated with saturating PGE2 | inhibition, % at 25 µM | 0.52% of 260,000 active | AID 1422;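 active means percent inhibition above 40 after rounding to a whole number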;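 further: rat C6 glioma host cells with rolipram phosphodiesterase inhibitor present; the protocol text gives 20 µM as final concentration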
Target sequence (P43116 whole entry, looked up): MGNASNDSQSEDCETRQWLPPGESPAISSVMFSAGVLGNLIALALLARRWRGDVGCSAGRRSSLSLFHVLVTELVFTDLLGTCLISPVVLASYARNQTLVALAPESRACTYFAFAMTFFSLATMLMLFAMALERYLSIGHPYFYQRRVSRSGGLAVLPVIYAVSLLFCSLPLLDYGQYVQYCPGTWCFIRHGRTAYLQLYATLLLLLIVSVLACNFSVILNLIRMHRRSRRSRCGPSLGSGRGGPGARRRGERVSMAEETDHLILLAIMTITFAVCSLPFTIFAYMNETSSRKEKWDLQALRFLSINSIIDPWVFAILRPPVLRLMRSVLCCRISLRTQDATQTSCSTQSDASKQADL
Wee1 degr inh: inhibitors of human Wee1 degradation | P30291 | HeLa Luc-Wee1K328M stability, luciferase luminescence; 100% = proteasome inhibitor MG132 effect | reporter increase, % at 5 µM | 1.2% of 220,000 active;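 active means activation above the mean of all tested compounds plus 3 SD, set per screening run, cut at about 8.8% in these data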;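 further: cells exposed to compound for 20 h before luminescence read; 0% = DMSO alone and 100% = MG132 at 30 µM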
The depositor's hits bear a star; nt = not tested or not shown; & = joins results of further samples. Some of the compounds tested (hit frequency here may not be typical).

SMILES,PPC-1+TRAIL kill,FXIIa inh,CHOP inhibitor,FXIa inh,TNF death inh,TbHK1 inh,L929 necroptosis,PGE2 EP2 inh,Wee1 degr inh
COc1cc(C2=NOC(C(=O)Nc3c(C)n(C)n(-c4ccccc4)c3=O)C2)cc(OC)c1OC (stereo not given),-16,11,5,1,5.3,-6,-0.1,6,1
CCCCNCCOCCSc1ccc(Cl)cc1,0,12,0,1,-2.5,7,-0.2,7,-2
CCOP(=O)(c1ccccc1)C(O)c1ccc(Br)cc1 (stereo not given),17,-4,2,-7,1.7,-9,-0.1,2,1
CC1=CC(C)(C)N=C(Nc2nc(C)c3cc(C)cc(C)c3n2)N1,7,0,13,-4,10,3,0.2,7,-2
O=C(NNC1=NCCC1)C1CC1,20,5,-7,-5,0.6,-9,2.3,8,-1
O=C(O)[C@@H](O)c1ccccc1,2,nt,9,nt,nt,nt,nt,14,5
O=C(c1cnn2c(C(F)(F)F)cc(-c3ccco3)nc12)N1CCc2ccccc2C1,22,8,26,-6,-2.4,-23,0.0,11,8
COc1ccc(-c2nc(-c3cccs3)c(-c3cccs3)[nH]2)cc1OC,5,-25,-24,-3,-2.4,-30,0.3,37,-1
Cc1nc2ccccc2nc1N1CCOCC1,2,8,20,-2,-0.4,-19,0.3,17,2
O=C(Cn1nc(C(F)(F)F)c2c1CCCCC2)N1CCOCC1,5,-6,-7,-4,0.0,-1,0.0,8,0
COc1ccc(Nc2nc(Nc3ccc(OC)cc3OC)nc(N3CCN(C)CC3)n2)c(OC)c1,-14,8,28,6,4.2,-3,nt,4,0
CC1Cc2ccccc2N1C(=O)COC(=O)Cn1nnc(-c2ccccc2)n1 (stereo not given),11,-4,25,-3,-1.0,-4,0.5,5,-1
Cc1cc(NS(=O)(=O)c2ccc(NC(=O)Nc3ccc4c(c3)OCO4)cc2)no1,22,18,26,5,-0.6,4,0.1,8,8.9*
COc1ccccc1/C=N/NC(=O)CCn1cnc2ccccc21,18,1,0,8,1.7,-15,0.5,8,-2
CCOc1ccc(N(CCCCO)C(=S)NC(=O)c2ccc(C)c(Br)c2)cc1,18,11,-15,1,0.6,4,-1.6,1,3
CCOC(=O)NC1(C(F)(F)F)C(=O)NC(C)=C1C#N (stereo not given),10,9,-6,-2,0.6,2,-0.5,4,0
O=C(c1ccc(-c2cccc(Cl)c2)o1)N1CCN(c2ccc([N+](=O)[O-])cc2)CC1,4,8,16,0,-2.0,-4,0.8,6,8
COc1cc(N(C)C)c(NC(C)=O)cc1C(=O)O,16,10,1,10,-1.4,3,-0.1,3,0
O=C(COC(=O)CCCN1C(=O)c2ccccc2C1=O)Nc1ncc(Cl)cc1Cl,12,13,13,6,-2.7,7,-0.3,13,1
COc1cc(/C=C2/SC(=S)N(CC(=O)NC(C)(C)C)C2=O)cc(OC)c1OC,22,18,-7,8,1.6,-13,1.5,1,0
O=S(=O)(c1ccc(Cl)cc1)N1CCn2c1nc1ccccc12,3,16,32,11,-0.6,4,0.5,4,3
CNC(=O)Nc1ccccc1F,16,11,10,-19,0.0,-1,0.0,15,2
Cc1ccc(S(=O)(=O)N(C)CC(=O)NCc2ccncc2)cc1,25,6,5,1,0.3,-11,0.1,7,-3
O=C(c1ccc(Cl)nc1)N1CCN(C/C=C/c2ccccc2)CC1,16,2,0,-2,1.0,1,0.2,7,-4
CC1=C(C(=O)N2CCCCC2)C(c2cccs2)C2=C(CCCC2=O)N1 (stereo not given),5,-6,nt,-4,-1.0,-21,-0.1,1,-1
CCN1N=C(c2ccccc2)Cn2c1nc1ccccc12,-2,-8,19,-20,1.8,-22,-0.5,19,0
CCc1ccc(C(C)NC(=O)c2ncn[nH]2)cc1 (stereo not given),10,11,25,3,0.9,35,1.4,9,3
CCCn1c(NC(=O)c2cccc(C)c2C)nc2ccccc21,4,11,-14,6,-8.7,-8,0.9,1,1
Cc1sc2ncnc(Sc3nnc4sc5ccccc5n34)c2c1C,3,7,-2,4,-3.2,-14,0.5,13,1
COc1ccc(-n2c(C)cc(C(=O)COc3ccc(C)nc3[N+](=O)[O-])c2C)cc1,1,-5,34,-9,-1.0,10,0.2,4,1
O=C(CC1CCCCC1)N1CCN(c2ccccn2)CC1,22,7,2,1,0.8,-3,-0.6,3,0
CCOC(=O)C(=CNNc1cccc(Cl)c1)C(=O)OCC,0,8,-39,3,0.6,-1,-0.4,9,1
CCOc1ccc(C(c2c(NC(=O)c3ccccc3)sc(C)c2C)N2CCN(CCO)CC2)cc1 (stereo not given),13,7,83*,6,3.2,-16,0.5,8,-1
CCOCCN(C(=O)c1ccccc1Cl)c1cccc(C)c1C,-1,16,-2,2,-2.3,-13,0.3,4,-3
N#Cc1cc2c([nH]c1=S)CCCCCC2,14,-4,31,-10,-2.9,-4,0.5,-1,0
CC(c1ccccc1)n1cc(C(=O)NCC2CCCO2)nn1 (stereo not given),28,9,9,1,-0.5,6,-0.3,5,-1
Cc1nn(CCCC(=O)Nc2cccnc2)c(C)c1[N+](=O)[O-],-8,0,-26,-4,1.1,0,12,4,-2
O=C(CSc1nnc(-c2ccncc2)n1-c1ccccc1Cl)Nc1ccc(C(=O)O)cc1,-11,6,7,-3,1.0,-2,5.8,5,0
Cc1cc(C(=O)OCC(=O)Nc2ccc(F)c(F)c2F)c(C)o1,0,3,0,-5,2.8,2,1.4,5,-2
CCc1c(C)nc(SCc2ccccn2)[nH]c1=O,17,2,-18,-8,-2.2,3,-1.0,4,5
CC(=C/c1ccccc1)/C=N/NC(=O)c1cccs1,6,9,9,2,1.6,-39,2.5,6,0
CCN(CC)C(=O)CCSc1nnc(-c2ccncc2)o1,1,8,29,4,2.1,0,0.8,5,0
CN1C[C@@H]2C[C@@H](C3=Cc4cc(Cl)ccc4OC3)N3CCC[C@@]23C1=O,4,9,20,-2,0.0,-6,1.0,8,-2
CCOc1cc(C(=O)Nc2cccc(C(C)=O)c2)ccc1OCC(=O)N1CCCCC1,18,2,-6,-1,0.2,1,6.7,6,1
Nc1nc(-c2ccc(Cl)cc2)c(N=Nc2ccc(S(=O)(=O)N3CCOCC3)cc2)s1,17,13,34,12,0.9,10,2.1,5,-1
O=[n+]1cc(-c2ccc(Br)cc2)n([O-])c2c1CCC2,-2,3,8,3,1.2,2,0.1,9,-3
CC(=O)N1N=C(c2ccccc2OC(=O)/C=C/c2ccccc2)CC1c1ccccc1 (stereo not given),10,8,-1,3,-1.4,6,-0.2,3,-3
CC(=O)NCCC(=O)Nc1cc(F)ccc1C,10,6,43,0,-0.5,-1,-0.8,11,-1
Cc1ccc(/C=C/C(=O)NCCCN2CCN(CCCNC(=O)/C=C/c3ccc(C)o3)CC2)o1,0,19,22,-4,-0.2,-30,-0.4,10,-4
CCN1CCN(CCCNC(=O)C2CCCN(c3nnc(-n4cccc4)s3)C2)CC1 (stereo not given),2,10,-16,3,-3.5,0,-0.4,7,-4
CC(=O)NC1C(=O)N=C(SCC(=O)Nc2cccc(Cl)c2)NC1=O (stereo not given),-6,3,-2,4,-0.2,8,0.5,7,1
C/[N+]([O-])=C\c1ccc([N+](=O)[O-])o1,-9,10,-16,-1,-2.0,-18,0.4,1,-3
S=C1N(c2ccccc2)CN(C2CCCCC2)CN1c1ccccc1,1,5,2,5,0.2,-5,-0.3,10,0
O=C(N/N=C/c1ccc([N+](=O)[O-])o1)c1cc(-c2ccc(-c3ccccc3)cc2)nc2ccccc12,80*,6,-77,5,-8.2,-14,-1.2,6,1
COc1ccccc1CNC(=O)COC(=O)/C=C/c1cccs1,15,0,-4,-6,1.6,24,0.0,4,0
Cc1ccc(S(=O)(=O)N(C)C)cc1NC(=O)C1CCCCC1,7,1,4,0,4.0,-5,0.2,14,-2
CC(C)N(C(=O)CSc1nnc(NC(=O)c2ccco2)s1)C(C)C,7,16,-1,10,1.0,-17,-0.1,6&6,1
CSCCC(NS(=O)(=O)c1ccc(Cl)cc1)C(=O)OCC(=O)NC1CCCCC1 (stereo not given),32,4,15,-7,-0.9,-10,0.4,15,3
NC(=O)C[C@@H]1NC(=O)c2cc([N+](=O)[O-])cc(F)c2NCCCC[C@@H](C(N)=O)NC(=O)[C@H](CO)NC1=O,10,14,-11,9,-0.2,-8,-0.2,8,-2
CCCCNC(=S)NNC(=O)c1ccoc1C,15,11,-30,3,-0.5,-1,-0.3,4,1

(next part)
SMILES,PPC-1+TRAIL kill,FXIIa inh,CHOP inhibitor,FXIa inh,TNF death inh,TbHK1 inh,L929 necroptosis,PGE2 EP2 inh,Wee1 degr inh
C=CCNC(=S)N/N=C/c1cn(-c2ccccc2)nc1-c1ccc(OC)cc1,15,10,52,1,1.1,-5,1.4,5,2
Cc1cc(C)c2nc(Cl)c(Cl)nc2c1,-8,4,-8,2,2.4,-5,0.3,3,-3
CCc1cccc(C)c1NC(=S)N(CCCN1CCOCC1)Cc1cccnc1,8,1,9,-4,0.5,-3,2.1,3,-1
CCOC(=O)C1(Cc2cccc(F)c2)CCN(C(=O)c2cnccn2)CC1,12,4,16,-3,0.6,-5,-0.9,4,1
CC1=CC(C)(C)NC(=S)N1c1cccc2cc(S(=O)(=O)O)ccc12,3,6,7,8,-0.2,4,-0.1,7,-2
CCO[C@H]1OC(C(=O)Nc2ccccc2)=C[C@@H](C)[C@@H]1CCCO,3,9,9,1,0.6,-2,0.8,6,-1
C=CCn1c(-c2ccc(S(=O)(=O)N3CCOCC3)cc2)csc1=Nc1ccccc1,4,9,72*,6,-0.7,-1,-0.1,15,-1
CCOC(=O)C1CCCN(C(=O)Nc2c(-c3ccccc3)noc2C)C1 (stereo not given),-1,1,1,-8,-1.0,-12,-0.5,5,-3
CCS(=O)(=O)Nc1cccc(-c2ccc3nnc(C)n3n2)c1,22,6,-12,-1,-2.6,0,0.2,5,4
CC1CCCCN1Cc1ccc(N)cc1 (stereo not given),13,0,-5,-1,1.0,2,1.7,4,-1
CCCCC1CC1C(=O)Nc1ccc(OC)c(OC)c1 (stereo not given),1,8,10,6,2.9,4,3.3,6,-2
CC(NC(=O)NNC(=O)c1ccncc1)(C(F)(F)F)C(F)(F)F,5,4,17,-4,-0.2,-4,0.6,7,2
CCCNC(=O)Cn1nc(C(F)(F)F)c2c1CCCC2,15,9,26,7,-1.0,2,0.7,11,8
CCOc1ccc(/C=C/C2=Cc3c(sc(NC(=O)CSc4n[nH]c(N)n4)c3C#N)C(C)(C)C2)cc1,28,-5,109*,-8,-24,16,2.6,4,4
CCCc1nc2oc3c(NCCCN(C)C)ncnc3c2c2c1CCCC2,21,5,3,0,-31,9,-2.7,1,6
O=C(CN1CCOCC1)NCC12CC3CC(CC(C3)C1)C2,-26,14,17,3,0.7,1,2.3,8,-2
CCOc1ccc(-c2nc[nH]c2[N+](=O)[O-])cc1,-9,0,-10,-8,0.4,-5,1.3,12,1
COc1ccc(Cl)cc1NC(=O)CSc1nnc(COc2ccccc2)n1N,22,-1,19,9,2.5,-1,-0.2,23,2
CCCn1c(CNc2ccccc2O)nc2ccccc21,12,-4,-20,2,2.0,0,6.7,11,-3
COc1ccc(-c2ccc(-c3nnc(Cc4ccc(OC)c(OC)c4)o3)cc2)cc1,-2,5,21,-2,-2.4,-14,0.3,6,0
CN(C=[N+](C)C)c1cccc2c1C(=O)c1ccccc1C2=O,5,2,15,3,0.0,-14,1.5,9,-3

Screening data as filed in PubChem BioAssay.
